Mito fusion act: inhibitors of mitochondrial division or activators of mitochondrial fusion | S. cerevisiae fusion-defective mutant growth rescue, CellTiterGlo 48 h | actives 0.23% (n = 320,000) | Potency, µM (series often up to 46.1 µM), for the others: top-dose growth rescue (activation), most hits filed as activators;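 also: potency is read from the fitted curve at half-maximal effect; % of control where 0% means no effect; nearly all actives have a fitted effect of over 45% in size; temperature-sensitive fusion mutants such as fzo1-1 at 37 °C on non-fermentable ethanol glycerol medium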
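S. cerevisiae fusion-defective temperature-sensitive mutants (e.g. fzo1-1, mgm1-5) grown 48 h at 37C in YPEG (ethanol/glycerol non-fermentable) medium with 23 nl compound per well; growth rescue read as CellTiterGlo luminescence.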
Tb PFK inh: T. brucei PFK enzyme inhibition. O15648. T. brucei PFK, ADP-Glo luminescence. Potency, µM (series often up to 57.5 µM), for inactives: top-dose activity, negative = inhibition, actives largely listed as inhibitors. actives 0.17% (n = 330,000). AID 485367;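 also: potency is read from the fitted curve at half-maximal effect; 0% = uninhibited 1x PFK enzyme wells and -100% = no-enzyme wells; nearly all actives have a fitted effect of over 60% in size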
Target sequence (O15648 whole entry, looked up): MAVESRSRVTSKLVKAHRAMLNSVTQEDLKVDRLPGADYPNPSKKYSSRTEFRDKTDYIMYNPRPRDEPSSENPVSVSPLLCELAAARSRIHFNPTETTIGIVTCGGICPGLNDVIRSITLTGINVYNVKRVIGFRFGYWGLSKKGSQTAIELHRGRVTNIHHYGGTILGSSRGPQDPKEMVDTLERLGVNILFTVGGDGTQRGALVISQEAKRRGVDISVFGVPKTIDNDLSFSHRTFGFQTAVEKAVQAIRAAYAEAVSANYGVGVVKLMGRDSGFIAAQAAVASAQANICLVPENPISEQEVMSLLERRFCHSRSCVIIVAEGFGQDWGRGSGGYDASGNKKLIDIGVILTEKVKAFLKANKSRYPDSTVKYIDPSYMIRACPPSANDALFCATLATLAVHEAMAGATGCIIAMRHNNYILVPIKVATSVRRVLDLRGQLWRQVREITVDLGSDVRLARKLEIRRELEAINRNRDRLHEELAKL
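PFK 1.25 nM, F6P 0.5 mM, ATP 0.1 mM, 0.1 M TEA pH 8.0, 5 mM MgCl2, 0.01% Tween20, 0.1% BSA; 45 min RT. ADP-Glo readout. qHTS titration up to 57 uM; curves fitted, compounds curve-classed.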
TSG101-PTAP inh: blocks PTAP/TSG101 interaction to inhibit HIV-1 budding. Q99816. Fluorescence polarization, FITC-PTAP peptide / Tsg101 binding. Potency, µM (highest dose often 115 µM), without a hit: top-dose activity change, negative = inhibition, hits mostly inhibitors. 340,000 tested, under 10 active; active = well fitted inhibition curve with a large enough effect in the main read-out, with a control signal flat, not every such curve was filed as active; inconclusive = small, poorly fitted or top-dose-only effect, or effect the other way, or a change in a side signal; inactive = no such curve, though single readings can be large or run the other way; also: potency is read from the fitted curve at half-maximal effect; % of control where 0% means no effect
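Tsg101 binding domain (10 uM final) was mixed with compound and a FITC-labeled PTAP peptide (50 nM final) in HEPES pH 7.5 buffer with NaCl, Tween 20, EDTA and TCEP; fluorescence polarization was read after 20 min at r.t.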
TCR act: activates T cell receptor signaling | primary human leukocytes, anti-CD3, IL-2 HTRF, 48 h | AID 504894 | Potency, µM (titrated, usually from 9.22 µM), for the others: top-dose activation of IL-2 secretion, most hits filed as activators | 330,000 tested, under 10 active; also: % of control where 0% means no effect
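TCR engagement came from a-CD3 beads alone, with compounds added to primary human leukocytes for 48 hr. Secreted IL-2 bridged europium cryptate- and d2-labelled anti-IL-2 antibodies, giving FRET emission at 665nm after 320nm excitation.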
ELG1 repair inh: inhibitors of ELG1-dependent DNA repair in HEK293T cells | actives 2.3% (n = 330,000) | Potency, µM (highest dose often 46.1 µM), without a hit: at the top dose activity change, negative = inhibition, usual class: inhibitors | HEK293T ELG1-luciferase reporter, luminescence, 16 h; DNA damage induced by 5-fluorouridine; also: potency is read from the fitted curve at half-maximal effect; % is scaled to controls: 0 for no effect and ±100 for the full control effect; nearly all actives have a fitted effect of over 55% in size
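HEK293T cells expressing luciferase-tagged ELG1 (2,000/well) received 5-Fluorouridine plus compound or DMSO for 16 hr at 37 °C. Luciferase was read by ONE-Glo luminescence after 30 min at room temperature.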
Eya2 inh: blocks the phosphatase activity of human Eya2. O00167. recombinant Eya2, OMFP fluorescence dephosphorylation (OMFP is methylfluorescein phosphate). Potency, µM (series often up to 76.9 µM), for the others: at the top dose activity, negative = inhibition, usual class: inhibitors. actives 0.006% (n = 330,000). AID 488837; also: potency is read from the fitted curve at half-maximal effect; % is scaled to controls: 0 for no effect and ±100 for the full control effect
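Eya2 (0.2 uM) preincubated 10 min at ambient with compound, then OMFP substrate added at 50 uM; 10 min reaction in 50 mM HEPES pH 7.5, 50 mM NaCl, 5 uM MgCl2, 0.05% BSA, 1 mM DTT. Fluorescence read at Ex 485/Em 525 nm.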
TSHR antag: blocks TSH signaling through the human TSH receptor; P16473; TSHR-expressing cells, TSH-stimulated cAMP HTRF, 2 h; hits give low values; activity change, negative = inhibition, % at 11.5 µM; actives 0.2% (n = 330,000); AID 504810;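 active = activity change below a set negative limit, meaning inhibition stronger than a set level, cut at about -70% in these data; inconclusive = activity change between two set negative limits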; also: % is scaled to controls: 0 for no effect and ±100 for the full control effect
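Read-out is FRET at 665 nm (cryptate excitation 337 nm) from a cryptate-tagged anti-cAMP antibody, competed by cell cAMP against cAMP-d2. Compounds are tested on freshly harvested TSHR cells challenged with 4nM TSH (EC80) for 2 hours at 37 deg C.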
Chronic BCR inh: blocks chronic active B-cell receptor signaling. actives 0.05% (n = 340,000). AID 493014. ABC-DLBCL IkBa-CBG/CBR reporter, luminescence ratio, 4 h. Potency, µM (top dose mostly 46.1 µM), without a hit: at the highest dose ratio change, negative = lower green/red ratio, actives largely listed as inhibitors; active = well fitted inhibition curve with a large enough effect in the signal ratio, with a control signal flat, not every such curve was filed as active; inconclusive = small, poorly fitted or top-dose-only effect, or effect the other way, or a change in a side signal; the % refers to the signal ratio;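 also: potency is read from the fitted curve at half-maximal effect; plate controls were basal doxycycline-induced cells for no effect and cells given 10 µM MG132 for full effect; MG132 reads +100%, hits lower the ratio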
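Doxycycline induced both beetle luciferases in TMD8 lymphoma cells; IKK-driven degradation limits the IkappaBalpha-fused green signal, while red luminescence normalises for cell number and nonspecific effects. Compounds tested up to 46 uM, 4 hrs.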
uPA generation: inhibitors of cell surface uPA generation; cell surface uPA generation assay, qHTS; Potency, µM (top dose mostly 38.3 µM), without a hit: at the top dose activity change, negative = inhibition, hits mostly inhibitors; actives 0.31% (n = 330,000); AID 540303; active = well fitted inhibition curve with a large enough effect; inconclusive = small, poorly fitted or top-dose-only effect; inactive = no such curve, though single readings can be large or run the other way; tested in mouse RAW 264.7 cells; also: potency is read from the fitted curve at half-maximal effect; % is scaled to controls: 0 for no effect and ±100 for the full control effect; nearly all actives have a fitted effect of over 55% in size
USP2a block: inhibitors of human ubiquitin-specific protease USP2a. O75604. USP2 core, Ub-CHOP2 coupled fluorogenic reporter, 485/531. Potency, µM (top dose mostly 38.3 µM), inactives show top-dose activity change, negative = inhibition, actives largely listed as inhibitors. actives 0.01% (n = 330,000). AID 463254;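 also: potency is read from the fitted curve at half-maximal effect; plate controls were DMSO wells for no effect and full inhibition by NEM control for full effect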
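Deubiquitinase activity read as fluorescence (485/531 nm) after Ub-CHOP2 cleavage activates the enterokinase reporter on its substrate; USP2 core 10nM, Ub-CHOP2 and substrate 25nM each, 30min compound preincubation then 60min RT; data normalized to NEM, curves fitted.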
B2AR arrestin: agonists driving beta-arrestin recruitment to human beta2-adrenergic receptor; P07550; beta-arrestin recruitment to beta2AR, cell-based reporter; Potency, µM (titrated, usually from 46.1 µM), without a hit: at the top dose activation, usual class: activators; actives 0.02% (n = 330,000); AID 492947;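 also: potency is read from the fitted curve at half-maximal effect; 0% = DMSO controls and full agonism = EC100 isoproterenol or metaproterenol; nearly all actives have a fitted effect of over 65% in size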
Target sequence (P07550 whole entry, looked up): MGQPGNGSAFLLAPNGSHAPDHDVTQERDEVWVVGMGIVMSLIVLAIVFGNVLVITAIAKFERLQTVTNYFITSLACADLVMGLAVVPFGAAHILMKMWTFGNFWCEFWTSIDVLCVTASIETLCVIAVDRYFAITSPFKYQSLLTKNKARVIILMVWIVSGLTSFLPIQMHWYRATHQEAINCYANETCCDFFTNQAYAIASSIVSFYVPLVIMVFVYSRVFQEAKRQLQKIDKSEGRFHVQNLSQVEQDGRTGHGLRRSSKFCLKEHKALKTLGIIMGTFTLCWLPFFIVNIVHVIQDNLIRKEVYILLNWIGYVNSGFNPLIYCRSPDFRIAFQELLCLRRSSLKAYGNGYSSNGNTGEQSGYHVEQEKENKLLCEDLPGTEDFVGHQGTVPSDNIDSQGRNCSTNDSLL
Active calls of the source: *; ? = inconclusive; / = no result given; [ ] = dose if it differs, or a comment. Unless noted, calls follow the shape of the dose curve; as a rule, active = well fitted curve in the direction sought with a large enough effect; inconclusive = small, poorly fitted or top-dose-only effect, or another doubt; inactive = no such curve, though single readings can be large; an effect the other way counts as inactive or inconclusive.

SMILES	Mito fusion act	Tb PFK inh	TSG101-PTAP inh	TCR act	ELG1 repair inh	Eya2 inh	TSHR antag	Chronic BCR inh	uPA generation	USP2a block	B2AR arrestin
O=C(O)c1ccc2c(=O)n3c(nc2c1)/C(=C/c1ccc(OC(F)F)cc1OC(F)F)CC3	-1%	-1%	-2%	4%	-2%	-3%	-13	5%	-5%	2%	-0.3%
Cc1ccc2c(c1)c1c3n2CCN(C=O)C3CCC1 (stereo unspecified)	0%	0%	-6%	1%	3%	8%	-10	0%	4%	0%	0.5%
c1ccc(-n2nnnc2SCc2cn3cccnc3n2)cc1	-1%	-1%	-2%	4%	7%	-1%	10	1%	/	2%	0.4%
CCN(CC)S(=O)(=O)c1ccc(NC(=O)COC(=O)c2ccc(-n3nc(C)cc3C)cc2)cc1	7%	11%	-3%	2%	?	-24%	16	?	/	-12%	-1.1%
Cc1cccc(NC(=O)c2cccc(NC3=NC4CS(=O)(=O)CC4S3)c2)c1 (stereo unspecified)	-2%	0%	-2%	6%	?	4%	1	-5%	7%	2%	0.3%
O=C1CN(C(=O)OCc2ccccc2)c2ccccc2N1	0%	-5%	-4%	-8%	?	8%	-3	?	-2%	4%	4.8%
CC(NS(=O)(=O)c1ccc(OCC(=O)N2CCOCC2)c(Cl)c1)c1ccccc1 (stereo unspecified)	-2%	-4%	-2%	11%	15µM*	0%	17	0%	2%	1%	-0.3%
COc1ccccc1CC(=O)Nc1cc(Cl)ccc1O	0%	11%	-3%	5%	-3%	16%	17	10%	/	0%	0.0%
O=C(NC1CCN(S(=O)(=O)c2ccc(F)cc2)CC1)c1ccc(F)cc1	0%	5%	-1%	3%	-9%	1%	21	3%	-6%	0%	0.0%
CCN(C[C@H]1N[C@@](Cc2ccccc2)(C(=O)OC)[C@H]2C(=O)N(Cc3ccccc3)C(=O)[C@@H]12)C(C)=O	/	7%	-3%	-1%	-2%	7%	13	-1%	-5%	2%	-1.4%
O=C(c1c(O)cc(O)cc1O)C1c2c(cc(O)c3c2O[C@H](c2ccc(O)cc2)[C@@H](O)C3)OC1c1ccc(O)cc1 (stereo partly specified)	-3%	7%	-2%	6%	0%	10%	-8	-4%	15%	-1%	0.3%
Cc1ccc(N2CC(C(=O)Nc3nnc(SCC(=O)NCC4CCCO4)s3)CC2=O)cc1C (stereo unspecified)	-1%	-2%	/	4%	-1%	-1%	6	-2%	?	-3%	-1.2%
O=C(c1ccccc1Br)N1CCCC(c2nc(-c3cccs3)no2)C1 (stereo unspecified)	16%	-3%	-2%	5%	?	7%	-4	-3%	?	2%	0.1%
COc1ccc(C2=CN3CCCCC3CC2=O)cc1OC (stereo unspecified)	/	-2%	-5%	-15%	?	21%	-5	?	-20%	6%	-0.2%
FC(F)(F)c1nnc2ccc(Cl)nn12	-14%	-4%	0%	-5%	-3%	6%	7	?	-5%	1%	-0.2%
O=C(CNS(=O)(=O)c1c(F)cccc1F)NC1CCCc2ccccc21 (stereo unspecified)	/	-6%	2%	10%	-3%	3%	-3	3%	4%	0%	-0.2%
Cc1ccc(Nc2c([N+](=O)[O-])c(=O)n(C)c3ccccc23)cc1C	14%	0%	-1%	-8%	?	-23%	-3	?	/	2%	0.2%
Cc1cc(N2CCOCC2)nc2ccc(NC(=O)CCC(=O)N3CCC(C)CC3)cc12	1%	0%	1%	-81%	?	9%	27	5%	3%	3%	-0.3%
O=C(Nc1ccccn1)c1ccc2c(c1)OCCO2	-5%	-10%	0%	4%	?	-4%	-6	?	-19%	0%	0.3%
Cc1[nH]nc(N=Cc2c(O)n(C)c(=O)n(C)c2=O)c1-c1ccccc1	-7%	-2%	-1%	-4%	0%	8%	24	12%	1%	-3%	-0.2%
Cc1ccccc1NC(=S)N(Cc1cccnc1)Cc1ccccc1Cl	4%	-3%	2%	1%	-16%	-4%	-6	2%	4%	1%	-0.2%
O=C(Cc1cccs1)Nc1nnc(-c2ccncc2)s1	-5%	-4%	-1%	-2%	-4%	-13%	-10	?	/	-2%	-0.1%
O=C(c1cc2c(s1)-c1ccccc1OC2)N1CCc2ccccc2C1	?	4%	-4%	-4%	?	-4%	0	?	3%	-3%	2.5%
CC1=NNC(=O)C(CC(=O)Nc2ccc(Cl)c(Cl)c2)C1 (stereo unspecified)	-4%	-2%	2%	3%[46.1 µM]	21%	3%	17	?	-2%	2%	-0.4%
Cc1nnc(SCC(=O)Nc2cccc(S(=O)(=O)NC3=NCCCCC3)c2)n1Cc1ccccc1	0%	-5%	-8%	4%	4%	-7%	0	3%	-13%	4%	-1.1%
Cn1c2ccc(F)cc2c2nnc(SCCN3CCCCC3)nc21	0%	-1%	-4%	-2%	11%	11%	-1	5%	6%	-1%	-0.6%
O=C(/C=C/Nc1ccc(F)c(Cl)c1)c1ccco1	2%	?	0%	8%	?	7%	19	?	0%	1%	0.2%
CC1(C)CC(=O)C=C(NC2CCCC(O)C2)C1 (stereo unspecified)	2%	-10%	-7%	-6%	14%	17%	26	8%	5%	1%	-1.3%
Cc1ccc(C2CC2c2n[nH]c(=S)n2-c2ccc(C)cc2)cc1 (stereo unspecified)	5%	-5%	-6%	7%	9%	-35%	-9	8%	/	4%	-0.5%
CCOC(=O)Cc1csc(NC(=O)CSc2ccc(Br)cc2)n1	?	-3%	-2%	-5%[46.1 µM]	-10%	-8%	-16	-8%	0%	-1%	-1.4%
COCCCn1c(SC(C)C(=O)NC2CC2)nc2ccccc2c1=O (stereo unspecified)	4%	-3%	-2%	0%	3%	-33%	9	14%	-7%	-4%	0.0%
COc1cc(OC)cc(C(=O)NNC(=O)c2ccccn2)c1	-5%	13%	0%	-5%[46.1 µM]	?	-1%	-8	?	3%	3%	-0.4%
O=C(NCC1CCCO1)c1onc(CSc2ccccc2F)c1C(=O)O (stereo unspecified)	4%	3%	-3%	0%	0%	0%	72	?	5%	1%	0.2%
O=C(COC(=O)CCc1ccc(S(=O)(=O)N2CCOCC2)cc1)NC1CCCC1	2%	2%	-12%	2%[46.1 µM]	7%	4%	1	10%	-1%	5%	-0.7%
CCn1c(SCCC(C)C)nnc1-c1c[nH]c2ccccc12	14%	4%	0%	0%	?	-12%	-16	22%	7%	-8%	-0.4%
O=C(c1ccc([N+](=O)[O-])cc1)N1CCN(C(=O)C2CCCCC2)CC1	-2%	1%	-1%	-15%	0%	4%	10	4%	-4%	0%	-0.8%
Cc1ccc(N(CC(N)=O)C2SC(=O)N(C)C2=O)cc1 (stereo unspecified)	1%	5%	-5%	/	-9%	19%	7	9%	1%	1%	0.0%
CC(C)(C)c1ccc(CN(Cc2ccco2)Cc2nnnn2C2CCCC2)cc1	-1%	3%	?	3%	-4%	-3%	-12	?	1%	0%	-0.2%
CCOC(=O)C1CCN(S(=O)(=O)c2c(C)n[nH]c2C)CC1	2%	-1%	-2%	-1%	14%	4%	-2	?	0%	1%	-0.1%
COc1ccc(NC(=O)NNC(=O)COc2ccc3ccccc3c2)cc1OC	3%	10%	2%	-2%	-8%	0%	4	10%	-1%	1%	0.0%
CCOC(=O)N1CCN(C(=O)c2ccccc2-c2ccccc2)CC1	-2%	3%	-4%	0%[46.1 µM]	?	-28%	-3	?	-10%	-2%	-0.9%
CC1CN(S(=O)(=O)c2ccc(CN3C(=O)c4cccnc4C3=O)cc2)c2ccccc2O1 (stereo unspecified)	-11%	1%	0%	1%	8%	7%	5	-4%	2%	-1%	-0.4%
Fc1ccccc1NC(=S)Nn1cnnc1	-3%	1%	-1%	2%	-2%	-6%	-33	?	5%	0%	?

Compound activity as filed in PubChem BioAssay.
